IDH1 R132H inh: human IDH1 R132H inhibition; O75874; IDH1-R132H enzyme, NADPH consumption, diaphorase/resazurin fluorescence; Potency, µM (highest dose often 76.6 µM), inactives show at the top dose activity change, negative = inhibition, usual class: inhibitors; 390,000 compounds, 0.093% hits; also: potency is read from the fitted curve at half-maximal effect; % is scaled to controls: 0 for no effect and ±100 for the full control effect; nearly all actives have a fitted effect of over 65% in size
Target sequence (O75874 whole entry R132H, stated change not applied): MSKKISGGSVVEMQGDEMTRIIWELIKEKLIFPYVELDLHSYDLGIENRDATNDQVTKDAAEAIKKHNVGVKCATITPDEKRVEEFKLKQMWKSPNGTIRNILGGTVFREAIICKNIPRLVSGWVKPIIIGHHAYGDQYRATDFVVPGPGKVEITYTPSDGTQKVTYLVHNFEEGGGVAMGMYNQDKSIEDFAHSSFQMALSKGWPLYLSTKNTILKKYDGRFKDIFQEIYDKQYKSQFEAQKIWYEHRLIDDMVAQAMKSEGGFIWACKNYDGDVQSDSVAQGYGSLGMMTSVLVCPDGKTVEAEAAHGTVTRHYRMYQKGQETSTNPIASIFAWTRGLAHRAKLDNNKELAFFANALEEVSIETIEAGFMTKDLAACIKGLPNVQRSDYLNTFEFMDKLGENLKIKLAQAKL
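IDH1-R132H (0.5 ug/mL) preincubated 30 min with compound, then NADPH (0.016 mM) and alpha-KG (2 mM) added; 80 min at RT, pH 7.5. Remaining NADPH coupled via diaphorase/resazurin to fluorescence (540/590 nm); concentration-response curves normalized to no-enzyme control.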
LDHA inh: blocks human lactate dehydrogenase A; P00338; purified LDHA, NADH/diaphorase-resazurin fluorescence; stronger effect = lower value; activity change, % (values are at about 110 or 230 µM); 480,000 compounds, 0.15% hits; AID 1347041; in the data active = activity change below about -30%; inconclusive = mostly about -25% to -30%;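 also: plate controls were DMSO wells for no effect and wells without enzyme for full effect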
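Human LDH5 (2 nM) was incubated with 0.06 mM NADH and 0.2 mM pyruvate for 5 min at room temperature in Tris pH 7.4. Remaining NADH was coupled through diaphorase/resazurin, and resorufin fluorescence was read at 0 and 20 min.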
TrxR1 inh: blocks rat thioredoxin reductase 1; O89049; Potency, µM (series often up to 114 µM), for the others: top-dose activity change, negative = inhibition, most hits filed as inhibitors; recombinant rTrxR1, NADPH fluorescence consumption, selenite substrate; AID 588453; 390,000 compounds, 1% hits; also: potency is read from the fitted curve at half-maximal effect; % is scaled to controls: 0 for no effect and ±100 for the full control effect; nearly all actives have a fitted effect of over 65% in size
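Rat TrxR1 (90 nM in the dispensed reagent) was pre-reduced with 400 uM NADPH for 5 min at room temperature, then incubated with compound for 15 min. After 400 uM selenite was added, NADPH fluorescence (Ex 340/Em 450 nm) was followed for 8 min.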
Vif-APOBEC3G blk: inhibitors of Vif-APOBEC3G interaction; Q9HC16; HeLa A3G-eYFP + Vif (tagged APOBEC3G with the HIV-1 protein that degrades it), YFP fluorescence, overnight; Potency, µM (series often up to 46.1 µM), without a hit: at the top dose activity, negative = active, usual class: inhibitors; 410,000 compounds, 0.076% hits; AID 602310;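 also: potency is read from the fitted curve at half-maximal effect; % is scaled to controls: 0 for no effect and ±100 for the full control effect; nearly all actives have a fitted effect of over 60% in size; hits raise eYFP signal because A3G escapes Vif-driven loss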
Target sequence (Q9HC16 whole entry, looked up): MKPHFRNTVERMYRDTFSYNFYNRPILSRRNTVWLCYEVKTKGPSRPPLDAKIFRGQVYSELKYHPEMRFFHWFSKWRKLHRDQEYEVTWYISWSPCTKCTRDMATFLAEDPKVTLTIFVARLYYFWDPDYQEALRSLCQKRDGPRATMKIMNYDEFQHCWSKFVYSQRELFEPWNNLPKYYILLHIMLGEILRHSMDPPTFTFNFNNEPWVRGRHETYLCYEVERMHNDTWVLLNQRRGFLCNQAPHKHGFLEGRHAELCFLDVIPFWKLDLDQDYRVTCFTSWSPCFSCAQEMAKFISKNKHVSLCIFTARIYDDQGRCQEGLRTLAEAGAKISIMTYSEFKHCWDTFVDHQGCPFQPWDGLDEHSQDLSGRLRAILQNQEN
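HeLa cells stably expressing Vif and C-terminally eYFP-tagged A3G, seeded overnight at 37 deg C, then exposed to compound by pintool overnight at 37 deg C. Rise in yellow fluorescence (Ex 488/Em 500-530, Acumen) marks blocked Vif-driven A3G degradation.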
USP1 inh: inhibitors of human USP1/UAF1 deubiquitinase | recombinant USP1/UAF1, Ub-Rhodamine cleavage fluorescence | AID 743255 | 390,000 compounds, 0.23% hits | Potency, µM (series often up to 57.1 µM), for the others: top-dose activity change, negative = inhibition, most hits filed as inhibitors | O94782; also: potency is read from the fitted curve at half-maximal effect; % is scaled to controls: 0 for no effect and ±100 for the full control effect; nearly all actives have a fitted effect of over 60% in size; inactives centre near -12
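USP1/UAF1 complex (1 nM) preincubated 15 min at room temperature with compound, then Ub-Rho substrate (150 nM final) added. Kinetic fluorescence at 480/540 nm over 6 reads at 60 s intervals; 50 mM HEPES pH 7.8, 0.5 mM EDTA, 0.1 mg/ml BSA, 1 mM TCEP, 0.01% Tween-20.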
Vif-APOBEC3F blk: Vif-A3F binding inhibition. Potency, µM (highest dose often 46.1 µM), inactives show at the highest dose activity, negative = active. 390,000 compounds, 0.2% hits. HeLa A3F-eYFP + Vif (tagged APOBEC3F with the HIV-1 protein that degrades it), YFP fluorescence increase; also: potency is read from the fitted curve at half-maximal effect; % of control where 0% means no effect; nearly all actives have a fitted effect of over 65% in size
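HeLa cells stably expressing Vif plus C-terminally eYFP-tagged A3F were seeded, incubated overnight at 37 deg C, dosed with compound, incubated overnight again at 37 deg C. Yellow fluorescence (Ex 488/Em 500-530) reported blocked Vif-mediated A3F-eYFP degradation.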
TrxR1 substrate: is turned over as a substrate by rat TrxR1; O89049; purified TrxR1 substrate turnover, NADPH consumption readout; Potency, µM (series often up to 114 µM), for the others: at the highest dose activity change, negative = substrate turnover; 390,000 compounds, 0.01% hits; AID 588456; also: potency is read from the fitted curve at half-maximal effect; % is scaled to controls: 0 for no effect and ±100 for the full control effect; nearly all actives have a fitted effect of over 50% in size
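Rat TrxR1, dispensed at 90 nM, was prereduced with 400 uM NADPH (final) for 5 min at ~22 deg C, then incubated with compound 15 min before 400 uM selenite. A first-read NADPH fluorescence drop versus no-compound background flagged substrates.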
GRP78 ERSR act: ER stress response induction in glioma; 420,000 compounds, 0.02% hits; AID 602332; Potency, µM, for inactives: top-dose activation, usual class: activators; U87-MG GRP78 promoter luciferase reporter, 16 h; also: potency is read from the fitted curve at half-maximal effect; series mostly up to about 76 µM; % of control where 0% means no effect; nearly all actives have a fitted effect of over 35% in size
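ERSR induction read as luciferase luminescence (Bright-Glo, 10 min at room temperature) in stably transfected human U87-MG glioma cells exposed to compounds for 16 h, using GRP78 as sensor.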
RGS4 inh: blocks human RGS4-accelerated GTP hydrolysis; AID 504845; P49798; Potency, µM (top dose mostly 114 µM), for inactives: top-dose activity change, negative = inhibition, hits mostly inhibitors; 390,000 compounds, 0.039% hits; Transcreener GDP fluorescence polarization, RGS4-accelerated GTP hydrolysis; also: potency is read from the fitted curve at half-maximal effect; % is scaled to controls: 0 for no effect and ±100 for the full control effect; nearly all actives have a fitted effect of over 75% in size; some results filed as inactive show a strong effect at the top dose
Target sequence (P49798 whole entry, looked up): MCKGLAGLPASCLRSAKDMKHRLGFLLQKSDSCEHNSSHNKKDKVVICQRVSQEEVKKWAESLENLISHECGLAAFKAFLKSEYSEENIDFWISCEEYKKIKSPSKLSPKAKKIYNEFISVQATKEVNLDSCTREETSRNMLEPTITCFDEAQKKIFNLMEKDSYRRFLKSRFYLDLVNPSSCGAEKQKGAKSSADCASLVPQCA
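MLSMR compounds (23 nl, pin-transferred) preincubated 10 min at room temperature with a 500nM (2x) first reagent, then RGS4 at 900nM (2x) plus Transcreener GDP mix added; fluorescence polarization (620/688 nm) read before and after 90 min at 30 °C.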
Active calls of the source: *; ? = inconclusive; nt = not tested or not shown; [ ] = remark or other dose. Unless noted, calls follow the shape of the dose curve; as a rule, active = well fitted curve in the direction sought with a large enough effect; inconclusive = small, poorly fitted or top-dose-only effect, or another doubt; inactive = no such curve, though single readings can be large; an effect the other way counts as inactive or inconclusive.

SMILES	IDH1 R132H inh	LDHA inh	TrxR1 inh	Vif-APOBEC3G blk	USP1 inh	Vif-APOBEC3F blk	TrxR1 substrate	GRP78 ERSR act	RGS4 inh
O=C(CSc1nnc(-c2ccccc2Cl)n1Cc1ccco1)Nc1ccc2c(c1)OCCO2	-2%	-5	8%[57.1 µM]	-5%	-16%	1%	7%[57.1 µM]	-7%	-13%[11.4 µM]
Cc1nc(N2CCN(C)CC2)c2c(C)c(C(=O)Nc3ccc(C)c(F)c3)sc2n1	1%	3	8%	-1%	-17%	3%	5%	-7%	-4%
c1ccc(CN2CCC3(CC2)Nc2ccccc2S3)cc1	3%	4	44%[activator]	-6%	-26%	5%	5%	1%	-30%
CC1CCCCN1C(=O)CSc1nnc(-c2ccco2)n1C (stereo not drawn)	2%	-2	9%	-3%	-18%	9%	3%	-2%	7%
COc1ccc(N2CCN(C(=O)CN3C(=O)COc4ccc(S(=O)(=O)N5CCC(C)CC5)cc43)CC2)cc1	-5%	7	7%	-3%	-11%	-4%	4%	0%	-4%
Cc1ccc(N2C(=S)NC3c4cc(Cl)ccc4OC2(C)C3C(=O)N(C)C)cc1 (stereo not drawn)	-18%	-2	-12%	-11%	-3%	1%	-4%	0%	-10%
Cc1cc(C)cc(N=C2NC(=O)CS2)c1	5%	-5	6%[57.1 µM]	1%	-20%	-8%	8%[57.1 µM]	-4%	-13%
CCOc1ccc(S(=O)(=O)N2CCN(C(=O)c3sccc3C)CC2)cc1	0%	-2	-7%	-1%	-14%	2%	-8%	0%	21%
Cc1cc(C)n2nc(SCC(=O)N3CCOCC3)nc2n1	-13%	-3	17%	-10%	-21%	-2%	6%	-2%	6%
Cc1cccc(CSCCNC(=O)Nc2ccccc2)c1	3%	-3	9%	-3%	-20%	-3%	-4%	4%	-29%
COc1cccc(N2CC(NS(=O)(=O)c3cccs3)CC2=O)c1 (stereo not drawn)	18%	-6	8%[57.1 µM]	5%	-13%	-6%	2%[57.1 µM]	4%	7%
Cc1cccc(NC(=O)CSCc2cc(=O)n3c(C)csc3n2)c1C	3%	-1	-23%	4%	-17%	1%	-7%	0%	-9%
CCc1nnc(NC=C2C(=O)OC(C)(C)OC2=O)s1	10%	-10	22%	4%	-16%	-7%	12%	-4%	30%
Cc1cccc(-n2ncc3c(N4CCC5(CC4)OCCO5)ncnc32)c1	-10%	-15	12%	-12%	7%	-17%	-1%	-4%	10%
COc1cc(-c2nc3cccc(C)n3c2Nc2ccc3c(c2)OCCO3)ccc1O	-16%	3	8%	-24%	-16%	5%	5%	-3%	-4%
c1ccc(-c2nc3nonc3nc2-c2ccccc2)cc1	4%	30	1%	-16%	-27%	-2%	-1%	-15%	8%
O=C(COC(=O)c1ccc(Cl)c(S(=O)(=O)N2CCCC2)c1)NCc1cccs1	7%	-11	5%	-7%	-2%	-8%	-5%	1%	20%
CC1=[N+]([O-])C(N2CCOCC2)C(O)(c2ccccc2)C1 (stereo not drawn)	0%	-1	-5%	0%	-18%	-8%	-3%	-1%	-20%
CCN1CCN(CC(=O)NC2CCCCC2)C(=O)C1=O	-4%	-15	22%	2%	3%	-4%	2%	-4%	-15%
CCCCC(CC)C1OCC(CN2CCCCC2)O1 (stereo not drawn)	19%	-2	14%	-1%	-18%	-13%	0%	-2%	5%
CC(OC(=O)CCCN=C1NS(=O)(=O)c2ccccc21)C(=O)Nc1ccccc1F (stereo not drawn)	-1%	-2	-3%	1%	-4%	5%	-1%[57.1 µM]	-2%	5%
Cc1cccc(NC(=O)C2CCCN(S(=O)(=O)c3ccc4[nH]c(=O)ccc4c3)C2)n1 (stereo not drawn)	3%	-1	7%	0%	-20%	1%	0%	-2%	6%[11.4 µM]
Nc1ncn(C(=O)c2ccco2)n1	-9%	-3	-12%	-7%	11%	0%	6%[57.1 µM]	-5%	12%[11.4 µM]
COc1ccc(NC(=O)Nc2ccc3c(c2)C(=O)N([C@H](C)CO)C[C@H](C)[C@@H](CN(C)C(=O)NC2CCCCC2)O3)cc1	-3%	5	-15%	-4%	-28%	5%	-3%	-2%	-12%
CCN(CC(=O)N1CCC(C(N)=O)CC1)S(=O)(=O)c1cc(Cl)ccc1Cl	-4%	5	1%	0%	-20%	-2%	-7%	-7%	-21%

(more compounds)
SMILES	IDH1 R132H inh	LDHA inh	TrxR1 inh	Vif-APOBEC3G blk	USP1 inh	Vif-APOBEC3F blk	TrxR1 substrate	GRP78 ERSR act	RGS4 inh
O=C(N/N=C/c1cccnc1)c1cc(-c2ccc(Cl)cc2)nc2ccccc12	-2%	-3	23%	?	-11%	4%	-6%	-1%	19%
Cc1ccc(C(C(=O)NC2CCCCC2)N(Cc2cccnc2)C(=O)C2COc3ccccc3O2)o1 (stereo not drawn)	-19%	1	8%	2%	-7%	-2%	6%[57.1 µM]	-1%	5%
COC(=O)c1ccc(S(=O)(=O)N2CCC(C(N)=O)CC2)n1C	6%	-4	10%	3%	-8%	7%	-1%	-3%	23%
COc1ccccc1C(=O)Nc1ccc2c(c1)CN(Cc1cnc(C)s1)CC2	1%	-1	-2%	1%	-6%	-4%	-4%	0%	18%
O=C(Nc1ccc2c(c1)OCO2)N1CCN(c2ncc(C(F)(F)F)cc2Cl)CC1	-2%	6	-5%[57.1 µM]	-12%	3%	3%	-9%[57.1 µM]	0%	8%
COc1ccc(Cl)cc1NS(=O)(=O)c1ccc(OC)c(OC)c1	-3%	-6	3%	0%	-4%	0%	-10%	0%	-14%
Cn1cnnc1SCC(=O)Nc1ccc2ccccc2c1	4%	-3	-4%	1%	-5%	1%	-14%	0%	-22%
COc1cc(-c2csc(N3CCOCC3)n2)cc(OC)c1OC	9%	-1	-6%	-1%	-11%	2%	-9%	1%	-13%
COc1ccc(NC(=O)NNC(=O)COc2ccc([N+](=O)[O-])c(C)c2)cc1OC	2%	-2	-8%	1%	-23%	-10%	-9%	-3%	-2%
Cc1ccccc1CNC(=O)c1ccc2c(c1)N(Cc1ccccc1)CCS2	nt	-3	38%	nt	-22%	nt	54%[activator]	nt	13%
OC(CNCCc1ccc(Cl)cc1)COCc1ccco1 (stereo not drawn)	0%	?	2%[57.1 µM]	-1%	-10%	-20%	-10%	1%	3%
COc1cccc(-c2cc(C(=O)Nc3ccc(OC)c(OC)c3)no2)c1	7%	-4	32%	-4%	2%	0%	9%	-6%	-2%
COc1ccccc1-c1nc(SCC(=O)Nc2cc(C)on2)c2c(=O)n(C)c(=O)n(C)c2n1	8%	2	-13%	1%	-18%	7%	0%	-2%	-12%
CCn1c(N2CCN(C(=O)NC3CCCCC3)CC2)nc2ccccc21	8%	-5	0%	-7%	-20%	nt	-4%	-4%	-25%
CN(CC(=O)Nc1ccc(OC(F)(F)F)cc1)C(=O)c1ccc(N2CCCC2=O)cc1	9%	-8	15%	2%	-17%	3%	3%	-3%	6%
C#CCN1C=C(C(=O)OCC)C(C)NS1(=O)=O (stereo not drawn)	-11%	-3	7%	-1%	-19%	-1%	3%	-2%	1%
COCCNC(=O)CN(C(=O)CCC(=O)Nc1nccs1)c1ccccc1OC	5%	-5	11%[57.1 µM]	1%	-7%	1%	-11%	-3%	-7%[11.4 µM]
CCOc1ccccc1C(=O)NC1CCN(Cc2ccccc2)CC1	7%	2	8%[57.1 µM]	-1%	-12%	2%	-8%	-10%	-22%
C/C(CC(=O)Nc1cccc(C(F)(F)F)c1)=N\NC(=O)C1CCCCC1	3%	-3	0%[57.1 µM]	7%	-17%	1%	12%[57.1 µM]	-1%	?
Cc1c(CCC(=O)N[C@@H](C)C(=O)O)c(=O)oc2cc3occ(-c4ccccc4)c3cc12	-2%	-4	-1%	0%	-14%	-9%	0%	-4%	26%
COc1cccc(-n2cc3c(=O)n(C)c(=O)n(C)c3c2)c1	-2%	11	-3%[57.1 µM]	-3%	-22%	2%	9%[57.1 µM]	-4%	22%
COc1cc(/C=N/N2CCCCC2)cc(OC)c1O	12%	40	?	-9%	-13%	-15%	0%	-1%	-36%[56.9 µM]
COc1ccccc1CC1CC(=O)N(c2ccc([N+](=O)[O-])cc2)C1=O (stereo not drawn)	0%	-3	nt	0%	3%	-3%	nt	-1%	nt
CCc1nc2ccccc2n1CCCCOc1ccc(Cl)cc1	17%	0	8%	-4%	?	?	-7%	-5%	30%
CCCCCn1cc2c(c1-c1ccc(Cl)cc1)c(=O)n(C)c(=O)n2C	?	-13	47%[activator]	3%	5%	9%	36%	-2%	-4%

Some of the entries above, reformatted.
OC(CNCCc1ccc(Cl)cc1)COCc1ccco1 (stereo not drawn)
  IDH1 R132H inh = 0%	LDHA inh = ?	TrxR1 inh = 2%[57.1 µM]	Vif-APOBEC3G blk = -1%	USP1 inh = -10%	Vif-APOBEC3F blk = -20%	TrxR1 substrate = -10%	GRP78 ERSR act = 1%	RGS4 inh = 3%

COc1cccc(-c2cc(C(=O)Nc3ccc(OC)c(OC)c3)no2)c1
  IDH1 R132H inh = 7%	LDHA inh = -4	TrxR1 inh = 32%	Vif-APOBEC3G blk = -4%	USP1 inh = 2%	Vif-APOBEC3F blk = 0%	TrxR1 substrate = 9%	GRP78 ERSR act = -6%	RGS4 inh = -2%

From PubChem

Some of the compounds tested. The share of hits here may be higher or lower than overall.
